# BAZ2B block: BAZ2B (human) inhibition; AID 504333; hit rate 4.4% among 360,000; AlphaScreen BAZ2B-H3K14Ac peptide displacement; Potency, µM (highest dose often 114 µM), without a hit: at the top dose activity change, negative = inhibition, usual class: inhibitors; further: potency means the concentration at half of the fitted maximal effect; on the % scale 0 is the no-effect control and ±100 the full control effect; nearly all actives have a fitted effect of over 60% in size
#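 In this displacement format the biotinylated H3(5-23) peptide acetylated at Lys14 serves as ligand at 50 nM, with BAZ2B at 50 nM in PBS pH 7.4 containing 0.01% Tween-20. Donor and acceptor beads are 10 ug/mL final.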
# Pin1 inhibitor: inhibitors of human Pin1; Q13526; Pin1 FP peptide displacement, HiFluor488, 10 min; Potency, µM (series often up to 115 µM), inactives show at the top dose activity, negative = inhibition, usual class: inhibitors; hit rate 0.009% among 390,000; AID 504891; active means well fitted inhibition curve with a large enough effect in the polarisation, with a control signal flat, not every such curve was filed as active; inconclusive means small, poorly fitted or top-dose-only effect, or effect the other way, or a change in a side signal; inactive means no such curve, though single readings can be large or run the other way; the % refers to the polarisation; further: potency means the concentration at half of the fitted maximal effect; on the % scale 0 is the no-effect control and ±100 the full control effect
# Target sequence (Q13526 whole entry, looked up): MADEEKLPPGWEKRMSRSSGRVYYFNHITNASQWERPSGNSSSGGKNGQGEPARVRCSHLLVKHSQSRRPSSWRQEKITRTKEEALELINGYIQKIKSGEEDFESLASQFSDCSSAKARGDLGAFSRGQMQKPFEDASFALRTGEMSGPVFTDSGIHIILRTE
# Tb PGK inh: T. brucei PGK inhibition; P07378; PGK/GAPDH coupled, Kinase-Glo luminescence, 60 min; Potency, µM (doses to about 57.5 µM), for inactives: top-dose activity change, negative = inhibition, actives largely listed as inhibitors; hit rate 0.043% among 380,000; further: potency means the concentration at half of the fitted maximal effect; on the % scale 0 is the no-effect control and ±100 the full control effect; nearly all actives have a fitted effect of over 60% in size
#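 Recombinant glycosomal PGK reaction used 1,3-bisphosphoglycerate generated in-well by GAPDH (100nM final) in 100mM TEA pH 7.6, 5mM MgCl2, 0.01% Tween-20. After 60 minutes at room temperature, ATP was read by Kinase-Glo Plus luminescence end-point.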
# JMJD2A Tudor inh: blocks the human JMJD2A Tudor domain | O75164 | hit rate 4.4% among 390,000 | AlphaScreen JMJD2A-Tudor / H3K4me3 peptide binding | Potency, µM (titrated, usually from 114 µM), for inactives: at the top dose activity change, negative = inhibition, actives largely listed as inhibitors; further: potency means the concentration at half of the fitted maximal effect; on the % scale 0 is the no-effect control and ±100 the full control effect; nearly all actives have a fitted effect of over 50% in size
# G9a inh: G9a (human) methyltransferase inhibition; Q96KQ7; Potency, µM (titrated, usually from 102 µM), without a hit: top-dose activity, negative = inhibition, usual class: inhibitors; G9a H3K9 monomethylation, AlphaScreen, 2 h; hit rate 8.8% among 350,000; further: potency means the concentration at half of the fitted maximal effect; on the % scale 0 is the no-effect control and ±100 the full control effect; nearly all actives have a fitted effect of over 75% in size
# Target sequence (Q96KQ7 913-1193 limits assumed): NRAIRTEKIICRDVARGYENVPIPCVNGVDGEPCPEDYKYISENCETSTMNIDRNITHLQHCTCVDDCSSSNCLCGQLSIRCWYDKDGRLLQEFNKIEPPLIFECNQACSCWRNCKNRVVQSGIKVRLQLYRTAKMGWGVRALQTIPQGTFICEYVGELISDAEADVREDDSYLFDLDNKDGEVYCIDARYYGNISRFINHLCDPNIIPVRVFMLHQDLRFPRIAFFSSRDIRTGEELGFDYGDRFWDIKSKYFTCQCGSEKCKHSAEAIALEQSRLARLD
#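 Methyltransferase reactions run at room temperature for 2 h (20 nM enzyme, 500 nM biotin-H3K9 peptide, 20 uM SAM) after a 15 min compound preincubation; product detected by AlphaScreen beads and anti-H3K9me1 antibody.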
# GLS inh: glutaminase GLS (human) inhibition. O94925. GLS enzymatic activity, qHTS titration. Potency, µM (series often up to 45.5 µM), for inactives: top-dose activity change, negative = inhibition, actives largely listed as inhibitors. hit rate 0.21% among 410,000. AID 624170; further: potency means the concentration at half of the fitted maximal effect; on the % scale 0 is the no-effect control and ±100 the full control effect
#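 Enzyme dispensed in phosphate buffer (45 mM, pH 8.2, 0.02% Tween-20), compounds pinned in, then 1 mM L-glutamine solution and the glutamate oxidase–HRP–Amplex Red mix added; fluorescence read immediately and again after 30 min at room temperature.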
# HP1b chromo inh: blocks HP1-beta chromodomain binding to methylated histone tails. P83916. AlphaScreen HP1-beta / biotin-H3K9me3 peptide binding. Potency, µM (doses to about 114 µM), inactives show top-dose activity change, negative = inhibition, usual class: inhibitors. hit rate 0.56% among 390,000. AID 540317; further: potency means the concentration at half of the fitted maximal effect; nearly all actives have a fitted effect of over 70% in size; inactives centre near 23
#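 Compound inhibition of the preformed complex between 50 nM HP1-beta and 50 nM biotinylated H3K9me3 peptide was read by AlphaScreen. Buffer was PBS pH 7.4 with 0.01% Tween-20. Incubations ran 30 min at room temperature, with 10 ug/mL donor/acceptor beads.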
# ERG-DNA inh: ERG Ets/DNA interaction inhibition; Potency, µM (doses to about 76.9 µM), for the others: at the top dose FP activity, negative = inhibition, usual class: inhibitors; fluorescence polarization, His-ERG Ets domain / labelled DNA; hit rate 0.028% among 370,000; P11308; active means well fitted inhibition curve with a large enough effect in the polarisation, with a control signal flat; inconclusive means small, poorly fitted or top-dose-only effect, or effect the other way, or a change in a side signal; inactive means no such curve, though single readings can be large or run the other way; the % refers to the polarisation;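 further: polarization taken with two DNA probes labelled with fluorescein and Texas red; potency means the concentration at half of the fitted maximal effect; % of control where 0% means no effect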
#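 His-tagged ERG Ets domain (1 uM in the protein solution; 300mM KCl, 50mM Tris-HCl, 1mM EDTA, 1mM DTT, pH 7.5) received compound, then a probe mix of 5 nM fluorescein-DNA and 100nM Texas-615-DNA. Fluorescence polarization was read for both dyes.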
# PI4K2A inh: inhibitors of human PI4K2A; purified PI4K2A, ADP-Glo luminescence, 1 h; stronger effect = lower value; activity change, negative = inhibition, % at 76.9 µM; hit rate 0.13% among 420,000; AID 1346378; in the data active means activity change below about -50%; inconclusive means mostly about -30% to -49%;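 further: -100% = wells without enzyme as full effect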
# Target sequence (Q9BTU6 whole entry, looked up): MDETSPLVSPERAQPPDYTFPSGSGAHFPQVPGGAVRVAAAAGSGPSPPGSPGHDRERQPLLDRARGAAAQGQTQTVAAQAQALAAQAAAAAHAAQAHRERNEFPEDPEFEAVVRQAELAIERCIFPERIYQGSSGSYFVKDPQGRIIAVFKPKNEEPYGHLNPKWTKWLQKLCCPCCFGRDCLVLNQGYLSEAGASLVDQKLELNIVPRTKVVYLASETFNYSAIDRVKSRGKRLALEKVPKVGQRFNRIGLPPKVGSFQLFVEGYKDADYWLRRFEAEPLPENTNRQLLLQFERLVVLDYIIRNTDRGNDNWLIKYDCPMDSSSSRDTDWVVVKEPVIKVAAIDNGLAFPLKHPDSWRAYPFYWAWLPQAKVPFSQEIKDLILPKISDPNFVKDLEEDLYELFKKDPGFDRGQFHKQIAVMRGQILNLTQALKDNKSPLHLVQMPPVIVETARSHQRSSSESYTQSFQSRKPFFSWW
#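 ADP-Glo luminescence measured ADP generated by PI4K2A enzyme (4 ug/mL before mixing) with 1.2 mM PI substrate (pre-mix) and 300 microM ATP (pre-mix). Tris pH7.5 buffer with MgCl2, Triton X-100; 1 h reaction at ambient temperature.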
# Active calls of the source: *; i = inactive; ? = inconclusive; nt = not tested or not shown; & = joins results of further samples; [ ] = remark or other dose. Unless noted, the call rests on the fitted dose curve; in most records, active means well fitted curve in the direction sought with a large enough effect; inconclusive means small, poorly fitted or top-dose-only effect, or another doubt; inactive means no such curve, though single readings can be large; an effect the other way counts as inactive or inconclusive.
Pin1 inhibitor,G9a inh,Tb PGK inh,HP1b chromo inh,ERG-DNA inh,JMJD2A Tudor inh,BAZ2B block,GLS inh,PI4K2A inh,smiles
7%,nt,-4%,-12%,-2%,?,nt,4%,-2,C[C@]12c3[nH]c4cc(-c5ccco5)ccc4c3CCN1C(=O)[C@@H](CC(=O)NCc1ccco1)C[C@@H]2C(=O)N1CCOCC1
-3%,-8%[59 µM],i,49%[activator],-1%,-5%,3%,7%,0,S=C(NCc1cccnc1)Nc1cccc2ccccc12
5%,-10%[59 µM],-6%,-15%,2%,-23%,-1%,0%,1,COc1ccc(NC(=O)Cn2cc(C(=O)c3cccs3)c3ccccc32)cc1
4%,-14%,-7%,6%,-6%,-14%,-20%,-3%,-1,O=C(COC(=O)C1CC2C=CC1C2)Nc1ccccc1F (stereo unspecified)
?,-9%[2.33 µM],i,38%,5%,-32%,4%,-3%,0,C[C@@H](NC(=O)c1nc[nH]c1C(=O)NCc1ccccc1)c1ccccc1
-8%,?,-4%,20%,3%,-33%,?,2%,-2,COC(=O)c1ccc(C2C(C(=O)c3cc4ccccc4o3)=C(O)C(=O)N2CCCN(C)C)cc1 (stereo unspecified)
-1%,45µM*,-6%,31%,-6%,-17%,-2%,3%,-2,O=C(O)/C=C/C(=O)Nc1ccc(-n2ccc(C(F)(F)F)n2)cc1
0%,-3%[12.7 µM],3%,6%,0%,-33%,16%,0%,1,Cc1cc(NC(=O)COC(=O)c2cccc(S(=O)(=O)N3CCOCC3)c2)no1
-1%,-4%[59 µM],-3%,43%[activator],-1%,2%,2%,3%,1,Cc1ccc(CNC(=O)CSc2nc(=O)n(Cc3ccco3)c3c2CCC3)cc1
-1%,22%&2%,-11%,28%,-3%,-15%,-3%,6%,-3,Cc1ccccc1NC(=O)OCCN1CCN(Cc2ccccc2)CCC1=O
-11%,?,-6%,37%[activator],6%,1%,-36%,6%,0,CCCCOC(=O)Cc1c(O)c2ccccc2[nH]c1=O
1%,45µM*,i,7%,?,?,35µM*,-1%,2,CCC(CC)COC(=O)C(C#N)c1nc2ccccc2nc1N1CCN(CC)CC1 (stereo unspecified)
-6%,-6%,1%,36%,-7%,-14%,?,-17%,0,CCn1c(CNC(=O)C2CCCCC2)cc2ccccc21
?,-1%[59 µM],1%,25%,-14%,-15%,4%,-5%,0,Cc1ccc(S(=O)(=O)NCC2CCC(C(=O)NCCc3ccc(Cl)cc3)CC2)cc1 (stereo unspecified)
0%,12%,i,28%,-13%,-20%,4%,6%,-4,CC1Cc2nc(SCC(=O)Nc3ccc(F)cc3)n(C)c(=O)c2S1 (stereo unspecified)
18%,1%[59 µM],4%,-1%[57 µM],2%,-18%,-2%,6%,0,Cc1ccc(S(=O)(=O)Nc2ccc(-c3ccc(N4CCCCCC4)nn3)cc2)cc1C
9%,nt,3%,14%,7%,-21%,nt,5%,-2,COC(=O)[C@]1(Cc2ccccc2)N[C@H](CN(C)S(=O)(=O)c2ccc(-c3ccccc3)cc2)[C@@H]2C(=O)N(C)C(=O)[C@@H]21
23%,-2%,1%,19%,4%,-11%,-3%,1%,6,Cc1cc(C)c(S(=O)(=O)Nc2ccccc2C(=O)OCC(=O)NCc2ccccc2)c(C)c1
2%,35%,-1%,38%,5%,-16%,-19%,-11%,-3,Cc1ccc2nc(-c3cccnc3)cc(C(=O)Nc3ccccc3[N+](=O)[O-])c2c1
2%,44%[59 µM],-1%,26%,-8%,79µM*,28µM*,18%,0,COc1ccc(C(NC(C)=O)c2ccc3cccnc3c2O)c(OC)c1 (stereo unspecified)
-8%,10%[59 µM],i,28%,8%,-6%,1%,-12%,-4,CCOC(=O)N1CCc2c(sc3c2C(=O)NC(c2ccc(C(=O)OC)cc2)N3)C1 (stereo unspecified)
2%,-12%,0%,15%,0%,-4%,5%,-2%,2,COc1cccc(CNC(=O)N2CCN(S(=O)(=O)c3ccc(C)cc3)CC2)c1
1%,?,-8%,17%,-4%,-3%,-14%,-3%,2,Cc1ccc(Cl)cc1NC(=O)C1CCCCC1C(=O)O (stereo unspecified)
1%,nt,-6%,30%,-1%,-5%,-2%,-15%,3,O=C(CCN1CCN(S(=O)(=O)c2ccc(F)cc2)CC1)Nc1ccccc1F
5%,?,1%,31%[57 µM],-1%,-15%,7%,21%,1,COCCn1c(C)cc(O)c(C(c2cccc(F)c2)N2CCN(c3ccccc3)CC2)c1=O (stereo unspecified)
-3%,-10%,-2%,38%,5%,2%,-4%,1%,-4,O=C(Nc1ccccn1)c1ccc(C(=O)Nc2ccccn2)cc1
-9%,5%[12.7 µM],i,26%,15%,-21%[11.4 µM],10%,-11%,-5,O=C(CN(Cc1ccco1)C(=O)CNS(=O)(=O)c1ccc(F)cc1)NCCc1ccccc1
-3%,11%,0%,20%,12%,-25%,0%,1%,6,Cc1nnc(N2CCCC(C(=O)NCc3ccccc3F)C2)c2nn(-c3ccccc3)c(C)c12 (stereo unspecified)
-1%,32µM*,-11%,?,5%,1µM*,?,5%,-1,Clc1ccccc1CN1CCN(c2ncccn2)CC1
-1%,12%[12.7 µM],3%,18%,2%,2%,-3%,-3%,5,O=C(O)CCCC(=O)NCCc1ccncc1

# In the list so far, these contain an aryl methoxy group.
Pin1 inhibitor,G9a inh,Tb PGK inh,HP1b chromo inh,ERG-DNA inh,JMJD2A Tudor inh,BAZ2B block,GLS inh,PI4K2A inh,smiles
5%,-10%[59 µM],-6%,-15%,2%,-23%,-1%,0%,1,COc1ccc(NC(=O)Cn2cc(C(=O)c3cccs3)c3ccccc32)cc1
2%,44%[59 µM],-1%,26%,-8%,79µM*,28µM*,18%,0,COc1ccc(C(NC(C)=O)c2ccc3cccnc3c2O)c(OC)c1 (stereo unspecified)
2%,-12%,0%,15%,0%,-4%,5%,-2%,2,COc1cccc(CNC(=O)N2CCN(S(=O)(=O)c3ccc(C)cc3)CC2)c1

# The listing continues:
Pin1 inhibitor,G9a inh,Tb PGK inh,HP1b chromo inh,ERG-DNA inh,JMJD2A Tudor inh,BAZ2B block,GLS inh,PI4K2A inh,smiles
-6%,71%[activator][59 µM],i,48%[activator],11%,14%,8%,0%,2,Cc1cc(C)c(S(=O)(=O)c2ccccc2C)c(N(C)C)n1
1%,5%[59 µM],0%,26%,3%,-20%,-16%,-3%,-2,COc1ccc(CCNC(=O)Cn2cc(S(=O)(=O)Cc3ccccc3F)c3ccccc32)cc1OC
?,3.5µM*,-4%,14%,3%,-24%,-33%,2%,7,O=C(c1nc2n(n1)C(c1ccc(Cl)cc1)C=C(c1ccccc1)N2)N1CCOCC1 (stereo unspecified)
10%,4%[59 µM],-8%,35%,-3%,6%,nt,-5%,-4,CCOC(=O)c1sc(-c2ccccc2)cc1NC(=O)CSc1nnnn1C
3%,nt,0%,37%,-11%,1%,-9%,17%,-1,COc1ccc(NC(=O)/C=C/C(=O)O)c([N+](=O)[O-])c1
0%,-7%,-1%,22%,9%,-24%,-8%,-3%,2,NC(=O)c1cc(-c2ccccc2)sc1NC(=O)CN1CCCCC1
-3%,7%[2.33 µM],1%,10%,-1%,0%,5%,5%,-5,COc1ccc(CC(=O)N(Cc2cc3cc(OC)ccc3[nH]c2=O)C(C)C)cc1
0%,nt,-6%,23%,-17%,-4%,11%,-7%,10,Cc1nc([N+](=O)[O-])cn1Cc1cccc2ccccc12
1%,?,1%,-7%,1%,-35%,-24%,-5%,2,CCOc1ccc(N2CC(C(=O)NCCc3c[nH]c4ccc(C)cc34)CC2=O)cc1 (stereo unspecified)
1%,nt,0%,-21%,-11%,-20%,-6%,0%,6,Cc1cc(C)c2oc(C(=O)N(Cc3ccccc3)c3ccccn3)cc(=O)c2c1
-4%,nt,1%,-16%,12%,2.2µM*,?,-7%,0,CCOC(=O)C1CCN(C/C=C/c2ccccc2[N+](=O)[O-])CC1
6%,-1%[59 µM],-10%,54%[activator],-4%,-3%,2%,8%,4,COc1ccc(CCNC(=O)Cc2c(C)c3cc4c(C(C)(C)C)coc4c(C)c3oc2=O)cc1
-7%,15%,-9%,20%,13%,-9%,?,0%,-11,CC(C)[C@H](NC(=O)OCc1ccccc1)C(=O)OCC(=O)NC1(C#N)CCCC1
-3%,5%,-6%,22%,nt,-9%,11%,1%,1,O=C(c1ccccc1)N1CCC(c2nc(-c3ccc(S(=O)(=O)NCC4CCCO4)cc3)no2)CC1 (stereo unspecified)
-1%,53%[activator][59 µM],-2%,28%,20%,-18%,-27%,4%,0,Cc1occc1C(=O)N/N=C/c1sc(N2CCOCC2)nc1-c1ccccc1
6%,7%[0.501 µM],0%,40%[activator],6%,6%,9%,-10%,0,CCN(C(=O)CSc1nc(N)cc(=O)[nH]1)c1c(N)n(Cc2ccccc2)c(=O)[nH]c1=O
0%,84%[activator],-4%,23%,-10%,-9%,0%,0%,0,Cc1nonc1CC(=O)NC1CC(C)(C)Cc2c1cnn2-c1ccc(F)cc1 (stereo unspecified)
-2%,65%[activator],5%,92%[activator],-10%,58%[activator],23%,-5%,0,COC(=O)c1ccc(COc2ccc(C)c(C)c2)o1

# Compound activity as filed in PubChem.
